S1P1 ag pot – agonists and agonism potentiators of human S1P1 receptor; AID 449; hit rate 0.57% among 56,000; P21453; S1P1 CRE-bla cells, forskolin, beta-lactamase FRET, potentiator mode; S1P1 agonist co-added at EC20, 2 nM; 100% = saturating reference agonist, 0% = basal; activation, % at 9.5 µM;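 active means activation above a cutoff set at the mean activation of all tested compounds plus 3 SD, cut at about 54% in these data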;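 further: forskolin at 4 µM as EC80 and the EC20 agonist is SEW2871; 100% = SEW2871 at its EC100 plus forskolin at EC80; some compounds past the cut are filed as inactive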
Target sequence (P21453 whole entry, looked up): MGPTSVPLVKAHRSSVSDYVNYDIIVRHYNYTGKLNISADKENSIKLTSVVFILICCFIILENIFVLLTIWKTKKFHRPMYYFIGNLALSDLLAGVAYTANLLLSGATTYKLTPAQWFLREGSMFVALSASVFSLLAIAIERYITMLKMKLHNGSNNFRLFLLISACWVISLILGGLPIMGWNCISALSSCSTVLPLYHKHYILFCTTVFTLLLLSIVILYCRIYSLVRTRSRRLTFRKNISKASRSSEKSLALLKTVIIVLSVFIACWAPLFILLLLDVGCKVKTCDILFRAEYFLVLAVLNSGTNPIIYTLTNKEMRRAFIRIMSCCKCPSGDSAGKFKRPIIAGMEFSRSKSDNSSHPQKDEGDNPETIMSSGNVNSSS
5HT1E ag – 5-HT1E (human) receptor agonism. CHO 5-HT1E Ga15 NFAT-bla reporter, FRET; 0% DMSO wells, 100% control agonist wells. AID 574. P28566. hit rate 0.69% among 65,000. activation, % at 6 µM;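 active means activation above a set limit, the screen-wide mean activation plus 3 SD, cut at about 8.5% in these data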;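 further: 100% = positive control agonist at 1 µM giving full maximal response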
Autofluor 339 – intrinsic fluorescence of library compounds, ex339/em460 – biochemical, MLSMR library, data from DPM-DC assay, artefact control, profiling panel; compound autofluorescence, ex339/em460 nm, NADH buffer; active compounds read high; 1 = no-compound wells, NADH background; fluorescence fold increase at 10 µM; hit rate 5.5% among 65,000;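 active means at 10 µM, mean starting fluorescence two-fold or more over control wells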;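 further: signal is the first read of a kinetic run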
HER2 expr 66K – lowers expression of human Her2 kinase. P04626. SKBR-3 HER2 protein level, AlphaScreen, 18-24 h; active compounds read low. HER2 level % of control, % at 10 µM. hit rate 0.69% among 65,000;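 active means HER2 level under 5% of the carrier-only control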;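 further: 100% = DMSO carrier and 0% = 500 nM PU-H71 HSP90 inhibitor; lower value means stronger loss of Her2 protein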
5-HT1A blocker – blocks the human serotonin 5-HT1a receptor. P08908. CHO 5-HT1a Ga15 NFAT-bla reporter, antagonist mode. inhibition, % at 10 µM. hit rate 0.68% among 62,000;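 active means inhibition above the mean of all tested compounds plus 3 SD, cut at about 43% in these data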;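 further: receptor stimulated by 5-CT agonist at 100 nM near EC80; beta-lactamase reporter measured by ratiometric fluorescence of a cleavable substrate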
Target sequence (P08908 whole entry, looked up): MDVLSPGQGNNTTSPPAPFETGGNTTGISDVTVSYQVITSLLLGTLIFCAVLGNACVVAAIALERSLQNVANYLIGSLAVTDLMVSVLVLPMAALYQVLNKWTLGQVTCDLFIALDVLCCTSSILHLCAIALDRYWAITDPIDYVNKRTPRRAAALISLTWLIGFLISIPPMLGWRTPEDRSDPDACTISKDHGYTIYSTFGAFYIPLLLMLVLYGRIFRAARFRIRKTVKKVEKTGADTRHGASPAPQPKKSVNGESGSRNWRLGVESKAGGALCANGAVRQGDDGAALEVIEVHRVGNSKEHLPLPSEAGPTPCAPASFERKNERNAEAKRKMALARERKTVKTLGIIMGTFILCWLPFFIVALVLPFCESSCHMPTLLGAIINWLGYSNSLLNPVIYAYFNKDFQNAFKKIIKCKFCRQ
S1P3 agonist – S1P3 (human) receptor agonism; S1P3 NFAT-BLA reporter cells, FRET ratio; relative to 1 µM S1P, basal subtracted; activation, % at 4.5 µM; Q99500; hit rate 0.1% among 60,000;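 active means activation above the screen-wide mean plus 3 SD, cut at about 4.5% in these data, passing the limit was not always enough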; further: some compounds called inactive have numbers as strong as hits
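Material: Human S1P3 NFAT-BLA reporter CHO cells | Incubation: Overnight plating, 4 h compound 37 °C, 2 h substrate RT | Signal: FRET β-lactamase substrate fluorescence, excitation 405 nm, 460/535 nm emission ratio, background-subtracted | Compound: 4.5 µM final, single dose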
Abs 340nm – compound absorbs light at 340 nm; compound absorbance at 340 nm, fold over control; 65,000 tested, under 10 active; fold change at 10 µM; AID 708;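 active means at 10 µM dose, initial 340 nm absorbance at least 2 fold that of control wells; inactive means change under 2 fold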;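 further: initial absorbance extrapolated from kinetic A340 decline of NADH oxidation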
MMP-13 inhibitor – blocks human MMP13 activity | MMP-13 fTHP FRET cleavage, Mca fluorescence | inhibition, % at 4 µM | P45452 | hit rate 0.07% among 65,000;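 active means inhibition above the mean of compound-free control plate wells plus 3 SD, cut at about 14% in these data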;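 further: 0% = DMSO wells and 100% = wells with reference MMP-13 inhibitor after basal subtraction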
5HT1E antag – blocks the human 5-HT1E serotonin receptor; CHO 5-HT1E Ga15 NFAT-bla reporter, FRET, antagonist; inhibition, % at 6 µM; hit rate 0.99% among 65,000; AID 571;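 active means inhibition above a set limit, the mean inhibition across every tested compound plus 3 SD, cut at about 29% in these data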;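 further: signal is the 460 over 535 nm emission ratio of beta-lactamase substrate; 0% = agonist plus DMSO wells and 100% = wells without agonist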
* = called active by the depositor; x = no result given; [ ] = remark or other dose.

SMILES	S1P1 ag pot	5HT1E ag	Autofluor 339	HER2 expr 66K	5-HT1A blocker	S1P3 agonist	Abs 340nm	MMP-13 inhibitor	5HT1E antag
COc1ccc(CCNC(=O)c2cnn3cccnc23)cc1OC	x	-0.5	1.2	93	4	0.1	1.1	3	0
C=CCNC(=O)C(C#N)c1nc2ccccc2nc1N1CCN(Cc2ccccc2)CC1 (configuration not stated)	3	-0.8	1.4	106	1	-1.8	1	2	3
Cc1sc2ncnc(Oc3ccc(-n4ccnc4)cc3)c2c1C	5	0.4	1	98	6	-0.9	1	4	4
COCCn1c(=O)c2c3c(sc2n(CC(N)=O)c1=O)CCCC3	-21	-0.8	1.1	97	-14	0.2	1	3	-5
Cc1cc(-n2c(C)cc(C(=O)CSc3nc4ccccc4c(=O)n3Cc3ccco3)c2C)no1	x	-0.3	1.1	87	-14	x	1	7	-6
COc1ccc(-c2nc(-c3ccc(Br)o3)no2)cc1OC	82*	-1.1	1.1	75	18	0.3	1.1	-8	26
COCCCNC(=O)c1ccc(CS(=O)(=O)c2ccc(OC)cc2)o1	-9	-1.2	1	78	10	-1.1	0.99	3	31*
CC(=O)c1cccc(NC(=O)N2CCCC2C(=O)NCCC(C)C)c1 (configuration not stated)	2	-0.1	1.1	93	2	-0.5	1	-1	-6
OC(COc1ccc(C2C=CCC2)cc1)CN1CCCCC1 (configuration not stated)	x	1.6	1.1	85	-30	-1.0	1	-1	-4
O=C(CSc1ncnc2c1nnn2-c1ccc(F)cc1)NCc1ccco1	x	0.0	1	102	12	x	1	4	5
CCCC(C)C1C(C#N)=C(N)Oc2cc(C)oc(=O)c21 (configuration not stated)	-14	2.1	1.1	87	-4	-0.5	0.99	10	2
CC(C)C(=O)Nc1ccc(N2CCN(C(=O)c3cccs3)CC2)cc1	10	-0.9	1	117	-6	0.0	1	-4	-2
CCCCN(CCCC)CCCNC(=O)CC1Oc2ccc(C)cc2NC1=O (configuration not stated)	-15	0.3	0.98	81	5	-1.0	0.97	0	-11
CCOc1ccc(/C=N/n2cnnc2)cc1	-19	-1.2	1	114	-6	-0.5	0.99	2	-7
Cc1ccccc1NS(=O)(=O)c1ccc(OCC(=O)N2CCCC2)cc1	2	0.3	1.1	64	-1	-1.4	1	4	5
CS(=O)(=O)Nc1ccc2c3c(cccc13)CC2	-6	0.5	1.5	143	-12	1.2	1	-36	-10
O=C(NC1CC1)C1CCN(c2ccc(S(=O)(=O)N3CCOCC3)cc2Cl)CC1	x	-0.6	1	223	-13	x	0.97	1	2
CCc1nc2n[nH]c(N)c2c2c1CCCC2	-21	-0.4	1.1	108	x	-5.3	1	0	14
O=C(NCCc1csc(-c2cccnc2)n1)c1ccc(Br)o1	-2	-0.9	1.1	93	7	0.6	1	1	1
CCOC(=O)N1CCC(NC(=O)CS(=O)(=O)Cc2nc(-c3ccc(C)cc3)oc2C)CC1	2	-0.8	1.1	114	-6	-0.3	1.1	5	-16
O=c1c2ccccc2oc2nc(-c3ccco3)n(CCc3ccccc3)c(=O)c12	-13	-0.8	1.2	75	-3	-1.0	1	-8	-6
CCO/C([O-])=N/c1c[n+](N2CCOCC2)no1	7	0.0	0.99	107	x	-0.6	0.99	-2	0
CCCOc1ccc(N2CC(C(=O)Nc3ccc4c(c3)OCO4)CC2=O)cc1 (configuration not stated)	12	0.6	1.1	93	-12	-0.1	1	3	-5
Cc1ccc(C(=O)/C=C/Nc2ccccn2)cc1	-7	-0.2	1.2	122	x	-3.7	1.1	-6	9
COc1ccc(CCn2c(N)c(C#N)c3nc4ccccc4nc32)cc1OC	-30	1.0	1.6	84	-30	1.1	1	-54[fluorescence artefact?]	-13
Later entries.
SMILES	S1P1 ag pot	5HT1E ag	Autofluor 339	HER2 expr 66K	5-HT1A blocker	S1P3 agonist	Abs 340nm	MMP-13 inhibitor	5HT1E antag
O=c1[nH]ncc2c3ccccc3n(Cc3ccccc3F)c12	11	0.1	1.3	166	7	-1.2	0.99	3	-3
CCCCOC(=O)CSC1=C(C#N)C(c2ccccc2OC)C(C#N)C(=O)N1 (configuration not stated)	-3	0.4	1.1	131	x	1.6	0.99	-10	4
O=C(CN1CCOCC1)Nc1c2c(nc3ccccc13)N(Cc1ccccc1)CC2	2	-0.5	3.7*	79	0	-0.6	1.1	-72[fluorescence artefact?]	7
Cc1cc(C)c2c(N)c(S(=O)(=O)c3ccccc3)sc2n1	-14	0.1	1.4	103	-2	1.1	1.1	-8	16
O=C(Nc1ccccc1)N(Cc1ccc2c(c1)OCO2)Cc1nc2ccccc2c(=O)[nH]1	-35	-0.3	1	112	-3	0.5	0.99	0	18
C=CCOc1cccc(C2/C(=C(/O)c3ccccc3)C(=O)C(=O)N2CCN2CCOCC2)c1 (configuration not stated)	-99	0.3	1.1	123	0	-0.1	1.1	2	2
O=C(c1ccc(S(=O)(=O)N2CCCCC2)cc1)N1CCN=C1SCc1cccnc1	-3	0.7	1.1	97	-2	0.1	0.99	0	4
O=C(Nc1ccc(OC(=O)c2cccs2)cc1)c1ccco1	x	-0.1	1	51	6	x	1	7	-1
COc1ccc(NC(=O)CSc2nc3c(c(=O)n2-c2ccccc2)SCC3)c(OC)c1	x	-0.5	0.96	88	1	x	1.1	4	-7
CCn1cc(C(=O)N2CCN(Cc3ccc4c(c3)OCO4)CC2)c2cc(OC)c(OC)cc2c1=O	x	-0.1	1.1	x	1	x	1.1	2	18
Cc1oc(-c2cccs2)[n+]([O-])c1C	7	0.1	0.99	111	-8	0.4	1.1	-2	0
CCn1c(=N)n(CC(=O)c2ccco2)c2ccccc21	-7	-0.8	1.1	62	14	-0.2	0.99	2	1
O=C(O)C1C2C=CC(O2)C1C(=O)NCc1ccc2c(c1)OCO2 (configuration not stated)	1	-1.2	1.1	77	-4	-1.6	1	5	6
COc1cc(NC(=O)COc2cccc(OC)c2)cc(OC)c1	7	-0.1	1	87	-4	-1.5	1.1	-6	-3
COc1cccc(-c2nc(CS(=O)(=O)CC(=O)NCc3ccccc3OC)c(C)o2)c1	4	0.7	1.1	89	4	0.1	1	-2	-20
CC(C)(CNCC(O)c1ccccc1)N1CCOCC1 (configuration not stated)	-20	-1.6	1.1	105	-6	-0.3	1	0	-2
COc1cc2c(cc1OC)C(COc1ccc3c(C)cc(=O)oc3c1)N(C(=O)c1ccco1)CC2 (configuration not stated)	x	-0.5	1.1	87	6	x	1.1	2	30*
CC(=O)Nc1ccccc1-c1ccc(C)o1	x	-1.8	0.91	106	9	x	1	-6	3
CCOC(=O)C1=C(C)NC(C)=C(C(=O)OCC)C1C(=O)O	x	-0.1	1	56	-16	-1.0	1.1	6	5
CC(O)Cn1ccccc1=N (configuration not stated)	3	-0.4	1.1	87	x	-0.5	1	-18	-23
CC(=O)C1=C(C)NC(C)=C(C(C)=O)C1c1ccc(-c2ccccc2Cl)o1	6	-0.6	1.2	87	42	-1.1	1.1	1	14
CCCCn1c(SCC(N)=O)nnc1-c1ccco1	1	1.2	1.1	89	3	-0.9	0.99	-6	-4
Cc1ccc(NC(=O)C(C)N2CCOCC2)c(C(=O)c2ccccc2)c1 (configuration not stated)	x	0.7	1.1	86	-6	0.3	1	-2	-10
Cc1ccc2[nH]c(=O)c(-c3nc4cc(C)ccn4c3NCc3ccco3)cc2c1	-11	-1.6	1.1	91	16	0.5	1.1	0	8
Cc1nc(CN2CCN(C(=O)c3ccc(Br)cc3)CC2)cs1	4	-0.8	1.1	106	4	0.2	1	-2	-2
(next part)
SMILES	S1P1 ag pot	5HT1E ag	Autofluor 339	HER2 expr 66K	5-HT1A blocker	S1P3 agonist	Abs 340nm	MMP-13 inhibitor	5HT1E antag
COC(=O)c1cc(Oc2ccc(C(=O)OC)cc2N)cc(C(=O)OC)c1	-10	0.5	1.1	94	14	-1.2	1	3	5
O=C(c1cc2ccccc2oc1=O)N(Cc1ccc2c(c1)OCO2)Cc1ccco1	-2	0.6	1.1	99	-8	-1.0	1	3	-5
CCN(CC)CCN1C(=O)c2ccccc2NC1c1cccc(F)c1 (configuration not stated)	-13	0.6	2.1*	102	4	-0.4	1	-106[fluorescence artefact?]	6
CCCCc1ccc(NC(=O)CC(C)=O)cc1	1	-0.9	1.1	98	7	-0.7	1	3	6
COc1ccc(N2CCN(c3ncnc4c3cnn4-c3ccc(C)cc3C)CC2)cc1	15	0.1	1	77	3	-2.0	0.98	1	-3
O=S(=O)(Nc1ccc2c(c1)nc1n2CCOC1)c1ccc(Cl)cc1	12	-0.3	1.1	87	-10	-0.7	1	-4	-7
Cc1nc(N2CCC(C)CC2)c2oc3ccccc3c2n1	x	0.7	x	x	17	x	x	-2	-2
CCCc1cc(C(=O)N2CCN(S(=O)(=O)c3ccc(OC)c(OC)c3)CC2)cs1	37	-0.9	1.1	91	1	-1.6	0.99	9	0
CC(C)COc1ccc(-c2nnc(-c3ccco3)o2)cc1	47	0.3	1.6	97	-11	-0.6	0.96	-95[fluorescence artefact?]	-4
Cn1c(SCc2nc3ccccc3[nH]2)nnc1-c1cccnc1	x	-0.1	0.05	83	7	x	1.1	-4	6
CN1CCN(Cc2c(O)ccc3c(-c4ccccc4)cc(=O)oc23)CC1	12	-0.8	1.4	99	x	-2.6	1.1	-8	12
CCc1ccc2c(c1)C(C)=CC(C)(C)N2	-5	0.2	1.6	119	x	-2.1	1	0	-5
CC(NCC1(N2CCOCC2)CCCCC1)C(=O)N1CCc2ccccc21 (configuration not stated)	7	-0.2	1.1	96	3	0.3	1.1	-5	3
CC(C)CC(c1nnnn1C1CCCCC1)N1CCN(c2ncccn2)CC1 (configuration not stated)	-12	0.1	0.94	104	-4	-0.9	0.99	4	4
COc1ccccc1OCC(=O)Nc1nnc(-c2ccco2)s1	10	-0.4	1.2	18	6	-0.8	1.1	0	-15
CCOC(=O)N1CCN(S(=O)(=O)c2cc(Br)cc3c2N(C(C)=O)C(C)C3)CC1 (configuration not stated)	x	0.9	1.1	83	-5	x	0.98	5	4
COC(=O)c1ccc2c(=O)n(CCCN3CCCC3=O)c(=S)[nH]c2c1	x	-1.2	1.1	98	8	-0.3	1.1	2	-5
CC(=O)Oc1ccc(N2C(=O)CCC2=O)cc1	20	0.1	1	100	-2	-0.3	0.97	-4	3
CCOc1ccc(S(=O)(=O)N(C)c2ccc(OCC(=O)OCc3c(C)noc3C)cc2)cc1	-26	0.1	0.98	102	-17	0.7	0.99	0	-1
Cc1ccc(Cl)cc1NC(=O)COC(=O)C1CCCC1	x	0.8	1.1	x	-20	x	1	3	-5
CC(=O)N1CCN(S(=O)(=O)c2ccc(S(=O)(=O)NC3CC3)cc2)CC1	13	0.1	1	75	-5	-0.4	0.96	-3	-2
CCCCCCn1ccc(=N)cc1	15	-0.1	1.1	82	-11	-1.1	1	3	-2
C#CC1CN(Cc2ccccc2)CC(C#C)N1C (configuration not stated)	-6	1.0	1.1	151	x	-0.5	1	-8	-6
O=C(O)C1CC=CCC1C(=O)Nc1ccccc1Cl (configuration not stated)	15	-0.2	1	115	-8	1.0	1	3	3

Shown with bars between the fields: part of the list above.
SMILES | S1P1 ag pot | 5HT1E ag | Autofluor 339 | HER2 expr 66K | 5-HT1A blocker | S1P3 agonist | Abs 340nm | MMP-13 inhibitor | 5HT1E antag
CN1CCN(Cc2c(O)ccc3c(-c4ccccc4)cc(=O)oc23)CC1 | 12 | -0.8 | 1.4 | 99 | x | -2.6 | 1.1 | -8 | 12
COc1ccccc1OCC(=O)Nc1nnc(-c2ccco2)s1 | 10 | -0.4 | 1.2 | 18 | 6 | -0.8 | 1.1 | 0 | -15
